Bcl-XL Bim block: inhibitors of Bim-Bcl-XL interaction, human. Q07817. Bim peptide-Bcl-XL binding, bead flow cytometry, fluorescence. inhibition, % at 10 µM. hit rate 0.04% among 190,000. AID 1007
Target sequence (Q07817 whole entry, looked up): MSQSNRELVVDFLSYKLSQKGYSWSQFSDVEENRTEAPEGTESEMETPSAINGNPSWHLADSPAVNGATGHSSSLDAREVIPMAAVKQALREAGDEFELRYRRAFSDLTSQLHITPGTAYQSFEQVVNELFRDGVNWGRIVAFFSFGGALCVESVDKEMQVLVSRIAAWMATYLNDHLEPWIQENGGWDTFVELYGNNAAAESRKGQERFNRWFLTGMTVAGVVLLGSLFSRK
RGS8-Gao: regulators of human RGS8-Galphao interaction; hit rate 0.34% among 220,000; multiplexed bead flow cytometry, RGS8-Galphao binding; actives lie on both sides; response (percent of control binding), % at 10 µM; P09471; AID 1423; in the data active = response below about 60% or above about 140%; inactive = in between;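 also: Galphao activated as the GDP aluminium fluoride complex binding bead-coupled RGS8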
Target sequence (P09471 whole entry, looked up): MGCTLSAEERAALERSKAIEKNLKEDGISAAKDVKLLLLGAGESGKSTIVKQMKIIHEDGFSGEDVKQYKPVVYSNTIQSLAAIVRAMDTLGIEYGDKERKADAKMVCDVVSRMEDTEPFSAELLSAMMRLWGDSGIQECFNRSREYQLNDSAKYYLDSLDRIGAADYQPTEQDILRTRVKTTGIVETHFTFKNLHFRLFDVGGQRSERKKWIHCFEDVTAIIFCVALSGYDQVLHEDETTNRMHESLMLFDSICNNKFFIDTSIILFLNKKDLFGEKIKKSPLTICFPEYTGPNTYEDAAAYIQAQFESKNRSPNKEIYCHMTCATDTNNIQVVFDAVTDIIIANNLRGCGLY
Bim-Bcl-W: disrupts Bim peptide binding to human Bcl-W. inhibition, % at 10 µM. bead-based flow cytometry. hit rate 0.02% among 190,000. Q92843;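 also: 0% = bound tracer without compound and 100% = peptide blocker; higher means less fluorescent Bim peptide bound to Bcl-W beads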
RGS4-Gao reg: modulates binding of RGS4 to human Galphao; Multiplexed bead flow cytometry; actives lie on both sides; hit rate 0.33% among 220,000; P09471; binding response (% of control), % at 10 µM; AID 1415; in the data active = binding response below about 49% or above about 150%; inactive = in between;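 also: fluorescent Galphao activated with aluminum fluoride binding bead-coupled RGS4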
Bcl-2 Bim block: disrupts Bim peptide binding to human Bcl-2; P10415; Bead-based flow cytometry, Bim peptide-Bcl-2 binding; inhibition, % at 10 µM; hit rate 0.06% among 190,000; AID 950; in the data active = inhibition above about 40%; inconclusive = no clear call, values can overlap the other calls;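 also: 0% = no compound wells with probe peptide and 100% = reference peptide inhibitor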
GSH bead fluor: compound fluoresces at 488/530 nm on GSH beads. GSH beads flow cytometry, compound fluorescence 488/530 nm; stronger effect = higher value. fluorescence (KMESF) at 10 µM. hit rate 0.25% among 190,000; in the data active = fluorescence above about 89;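 also: glutathione beads carrying GST-tagged Bcl family fusion proteins plus one bare bead set; values are compound well signal with DMSO vehicle wells as background; inactives centre near 16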
Bim-Bcl-B: inhibitors of Bim-Bcl-B interaction, human | AID 951 | hit rate 0.073% among 190,000 | inhibition, % at 10 µM | bead-based flow cytometry, Bim peptide-Bcl-B binding | Q9HD36;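 also: 0% = tracer peptide without compound and 100% = reference inhibitor peptide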
Mcl1-Bid inh: Mcl-1/Bid interaction inhibition; Q07820; inhibition, % at 21.7 µM; TR-FRET Mcl-1/Bid-Dy647 peptide binding, 1536-well; hit rate 0.97% among 220,000;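 active = compounds that cut the binding signal by more than half at the single screening dose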;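 also: His-tagged Mcl-1 with europium anti-His antibody binding Bid BH3 peptide; 0% = Mcl-1 plus peptide wells and 100% = peptide-only wells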
Target sequence (Q07820 whole entry, looked up): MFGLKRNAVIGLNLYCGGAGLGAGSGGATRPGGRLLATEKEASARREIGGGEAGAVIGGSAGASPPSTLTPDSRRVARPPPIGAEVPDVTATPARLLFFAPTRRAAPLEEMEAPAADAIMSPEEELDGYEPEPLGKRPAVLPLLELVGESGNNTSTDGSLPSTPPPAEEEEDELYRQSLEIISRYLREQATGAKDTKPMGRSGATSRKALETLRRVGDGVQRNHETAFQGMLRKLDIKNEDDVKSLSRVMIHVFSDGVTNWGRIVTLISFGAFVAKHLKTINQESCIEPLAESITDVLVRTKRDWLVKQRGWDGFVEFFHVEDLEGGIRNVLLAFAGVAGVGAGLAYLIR
Bfl-1 Bim block: inhibitors of Bim-Bfl-1 interaction, human. Q16548. Bead-based flow cytometry, Bim-Bfl-1 binding inhibition. inhibition, % at 10 µM. hit rate 0.12% among 190,000. AID 1008;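 also: 0% = wells without compound plus tracer and 100% = blocker peptide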
Mcl-1 Bim block: disrupts Bim peptide binding to human Mcl-1; hit rate 0.1% among 190,000; Bead-based flow cytometry, Bim peptide-Mcl-1 binding; inhibition, % at 10 µM; Q07820; AID 1009;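 also: 0% = no compound tracer wells and 100% = peptide blocker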
RGS7-Gao: modulates binding of RGS7 to human Galphao | P09471 | Multiplexed bead flow cytometry; actives lie on both sides | binding response (% of control), % at 10 µM | hit rate 0.35% among 220,000; in the data active = binding response below about 49% or above about 150%; inconclusive = no clear call, values can overlap the other calls; inactive = in between;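 also: fluorescent Galphao held in activated GDP-AlF4 state binding bead-coupled RGS7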
An asterisk follows results filed as active; ? = inconclusive. Rule as the data show it, unless noted: active = inhibition above about 40%.

SMILES | Bcl-XL Bim block | RGS8-Gao | Bim-Bcl-W | RGS4-Gao reg | Bcl-2 Bim block | GSH bead fluor | Bim-Bcl-B | Mcl1-Bid inh | Bfl-1 Bim block | Mcl-1 Bim block | RGS7-Gao
Cn1cnc(S(=O)(=O)NCc2cccs2)c1 | -3 | 100 | 0 | 102 | -10 | 15 | -11 | -4 | -6 | -4 | 99
N=C(N)N1CCc2ccccc2C1 | 2 | 108 | 1 | 104 | 0 | 20 | -2 | 3 | 2 | -4 | 103
FC(F)(F)c1ccc(Oc2ccc(Cl)cc2Br)nc1 | 1 | 100 | 2 | 102 | -4 | 15 | -2 | 3 | -2 | 0 | 100
Cc1ccc(OC(=O)CCC(=O)OCCCC(F)(F)C(F)(F)F)cc1 | -3 | 112 | -3 | 107 | -4 | 14 | -1 | -3 | -5 | -1 | 107
COc1ccccc1N(CC(=O)Nc1cccnc1)S(C)(=O)=O | -2 | 100 | 0 | 101 | 3 | 14 | -1 | 4 | 0 | 0 | 101
CC1CN(C(=O)c2ccccc2NS(=O)(=O)c2cccc([N+](=O)[O-])c2)CC(C)O1 (configuration not stated) | -6 | 98 | -2 | 92 | -10 | 9 | -8 | -5 | -16 | -3 | 98
CCn1c(SCC(=O)Nc2nc(C)cs2)nnc1C(NC(=O)c1ccccc1Cl)C(C)C (configuration not stated) | -6 | 103 | -3 | 101 | -8 | 35 | -3 | 2 | -5 | -5 | 97
COc1ccc(/C=C(\C#N)C(=O)NCC2CCCO2)cc1OC (configuration not stated) | -1 | 101 | -1 | 99 | 0 | 23 | 0 | -15 | -2 | 0 | 101
CCOc1ccc(-c2[nH]ncc2-c2ccc(OC)c(OC)c2)c(O)c1 | -4 | 104 | 5 | 99 | -7 | 45 | -9 | 8 | -9 | -3 | 102
CCC1S/C(=N/N=C/c2cccs2)NC1=O (configuration not stated) | -5 | 101 | -3 | 100 | -9 | 18 | -9 | -2 | -11 | -3 | 101
CCOC(=O)C(Cc1c(F)cccc1F)(NC(C)=O)C(=O)OCC | -5 | 100 | -7 | 99 | -5 | 31 | -7 | -34 | -5 | -6 | 100
CCOC(=O)c1c(C)[nH]c(C)c1C(=O)CSc1nc(N)cc(N)n1 | 0 | 101 | 3 | 100 | -5 | 4 | -5 | -16 | -15 | 2 | 96
CCc1ccc(-c2nc(CCl)cs2)cc1 | -7 | 106 | -7 | 105 | -4 | 10 | -5 | 4 | 0 | -5 | 102
COc1ccc(-c2noc(-c3ccccc3C(=O)Nc3cccc(OC)c3)n2)cc1 | -1 | 100 | 0 | 104 | -2 | 8 | 0 | -5 | -3 | 1 | 106
CC(C)Cn1c(N)c(C(=O)COC(=O)CN2C(=O)C3CC=CCC3C2=O)c(=O)n(C)c1=O (configuration not stated) | -2 | 103 | -4 | 103 | -6 | 8 | -4 | -10 | -8 | -2 | 100
COc1ccc(CCNC(=O)CSc2ccsc2[N+](=O)[O-])c(OC)c1 | 6 | 100 | 4 | 100 | 0 | 10 | 2 | -6 | -3 | 3 | ?
CCCC(=O)Nc1c(-c2cccs2)c(=O)c2ccccc2n1CC | -1 | 99 | -1 | 96 | -4 | 14 | -3 | -12 | -4 | -1 | 100
CCN1CCCn2c1nc1c2c(=O)n(C)c(=O)n1C | -7 | 87 | -3 | 93 | -10 | 11 | -5 | -28 | -10 | -2 | 96
CCCCN1C(=O)C2NN=C(C(=O)OCC)C2C1=O (configuration not stated) | -6 | 104 | 0 | 101 | -7 | 22 | -10 | -16 | -13 | 0 | 102
C/C(=N\NC(=O)c1nc2ccccn2c1C)c1ccc2c(c1)OCO2 | -4 | 100 | -3 | 96 | -8 | 14 | -11 | -23 | -15 | -3 | 99
CCn1cc(CNC(=O)c2cccc([N+](=O)[O-])c2)c(C)n1 | -7 | 113 | -5 | 109 | -7 | 19 | -8 | 5 | 0 | -5 | 105
COc1cccc(CC(=O)n2nc(N)c3cc4ccc(OC)cc4nc32)c1 | -2 | 99 | 3 | 99 | -1 | 16 | -1 | -10 | -7 | 3 | 99
CC(=O)Nc1c(Cl)n(C(C)=O)c2ccccc12 | 0 | 94 | 0 | 102 | 3 | 25 | 1 | -27 | 0 | 1 | 104
CCCn1c(SCC(=O)Nc2cccc(NC(C)=O)c2)nnc1C(C)C | -2 | 98 | -2 | 103 | 0 | 13 | -1 | -33 | -1 | -4 | 99
Cn1c(SCc2ccccc2)nnc1C1CCCNC1 (configuration not stated) | -6 | 93 | 2 | 85 | -4 | 39 | -6 | -12 | -9 | 1 | 83
CCn1nnc(NC(=O)c2ccc([N+](=O)[O-])o2)n1 | 0 | 100 | -4 | 98 | -6 | 10 | -2 | -5 | -7 | 0 | 94
CC(C)(C)NC(=O)CCSc1nnc(-c2ccco2)o1 | 0 | 105 | 0 | 104 | -4 | 10 | -6 | -7 | -6 | 0 | 102
Nn1c(SCc2cn3cc(Cl)ccc3n2)nnc1-c1ccncc1 | -2 | 98 | 0 | 100 | -2 | 17 | -9 | -12 | -6 | 0 | ?
Cc1ccc(NC(=O)C(=O)NCc2ccncc2)cc1 | 0 | 99 | 0 | 100 | -3 | 24 | -3 | -26 | -2 | 3 | 99
CSc1ccccc1C(=O)NCc1ccc(F)cc1 | -5 | 99 | -1 | 98 | 0 | 17 | -2 | -30 | -3 | 0 | ?
Cc1cccc(NC(=O)/C(=C\c2ccc([N+](=O)[O-])o2)NC(=O)c2ccc(Cl)cc2)c1 | -10 | 99 | -5 | 98 | -1 | 19 | -13 | -24 | -6 | -3 | 95
CC(=O)N1N=C(c2ccccc2)CC1c1cn(Cc2ccccc2)c2ccccc12 (configuration not stated) | 0 | 103 | -2 | 105 | -1 | 8 | 1 | -15 | 0 | 6 | 101
CN(C)C(CNC(=O)c1ccc2nc[nH]c2c1)c1ccccc1 (configuration not stated) | -5 | 107 | -2 | 105 | -4 | 10 | 0 | -10 | -10 | -3 | 103
CCN(CC(=O)NC(C)(C)C)C(=O)CCl | 26 | 99 | 16 | 103 | 20 | 11 | 12 | -20 | 25 | 22 | 104
CCOP(=O)(OCC)C(NC(=O)Nc1ccc(Cl)c(Cl)c1)c1ccccc1 (configuration not stated) | -2 | 126 | 1 | 111 | 2 | 9 | 1 | 8 | 3 | 0 | 106
CN(CC(=O)N1CCN(c2ncccn2)CC1)S(=O)(=O)c1ccc(Cl)cc1 | -1 | 104 | 0 | 107 | 0 | 14 | -3 | 7 | 0 | -3 | 97
CCOc1ccc(CCNC(=O)C2CCCN(c3nn4c(=O)cc(C)nc4s3)C2)cc1OCC (configuration not stated) | -7 | 104 | 1 | 105 | -4 | 47 | -7 | 2 | -10 | 0 | 103
N#Cc1nc(-c2ccco2)oc1NCc1ccc(F)cc1 | 0 | 97 | -2 | 99 | 0 | 13 | -4 | -19 | 0 | -2 | 98
Cc1ccc(NC(=O)c2ccc(COc3ccc4c(c3)CCC4)cc2)c(C)c1 | -7 | 100 | -4 | 102 | -5 | 18 | -8 | 3 | -12 | 0 | 99
O=C(NNC(=O)C1CC1)c1cc2cc3ccccc3nc2s1 | 2 | 103 | -1 | 101 | -1 | 9 | 1 | -5 | -2 | 3 | ?
N#Cc1c(SCC(=O)N2CCCCC2)nsc1SCC(=O)N1CCCCC1 | -4 | 100 | 0 | 103 | -11 | 29 | -4 | 3 | -8 | -1 | 101
O=C(O)CN1C(=O)c2cccc(Oc3ccc(Cl)cc3)c2C1=O | -1 | 102 | -1 | 101 | 0 | 11 | 0 | -11 | -1 | 0 | 98
CC(C)c1ccccc1NC(=O)COC(=O)c1cc(=O)[nH]c(=O)[nH]1 | -4 | 100 | -1 | 103 | -6 | 16 | -4 | 10 | -8 | 0 | ?
O=C(NCCCN1CCOCC1)c1cc(-c2cccs2)on1 | -5 | 99 | -3 | 95 | -2 | 5 | -4 | -21 | -11 | 0 | 95
COc1ccc2c(-c3ccccc3)cc(SCC(=O)N(C)C)nc2c1 | -2 | 88 | -1 | 82 | 0 | 64 | -1 | 11 | 0 | -4 | 87

Part of the list above, limited to Mcl-1 Bim block and GSH bead fluor:
Molecule | Mcl-1 Bim block | GSH bead fluor
COc1ccc(/C=C(\C#N)C(=O)NCC2CCCO2)cc1OC (configuration not stated) | 0 | 23
CCOc1ccc(-c2[nH]ncc2-c2ccc(OC)c(OC)c2)c(O)c1 | -3 | 45

Additional results follow.
SMILES | Bcl-XL Bim block | RGS8-Gao | Bim-Bcl-W | RGS4-Gao reg | Bcl-2 Bim block | GSH bead fluor | Bim-Bcl-B | Mcl1-Bid inh | Bfl-1 Bim block | Mcl-1 Bim block | RGS7-Gao
CNC(=O)c1cc2cc(OC)ccc2n1CCN(Cc1ccccc1)Cc1ccccc1 | -17 | 100 | -5 | 104 | -9 | 34 | -10 | 6 | -7 | -8 | 103
CCCCCSc1nc2c(cnn2-c2ccccc2)c(=O)[nH]1 | -4 | 105 | 1 | 101 | 0 | 21 | -1 | 44 | -9 | 2 | 103
COCCn1cnnc1SCC(=O)Nc1cccc(S(=O)(=O)N2CCCCCC2)c1 | -3 | 90 | 0 | 98 | 0 | 4 | -2 | 54* | -1 | -1 | 96
Cc1ccc(N=C2C(=S)N(c3ccc(C)cc3)C(=N)N2/N=C/c2ccc(Cl)cc2)cc1 | -17 | 101 | -8 | 96 | 0 | 15 | -30 | -22 | 6 | -9 | 100
CN1CCN(S(=O)(=O)c2ccc(NC(=S)NC(=O)c3ccc(Cl)cc3)cc2)CC1 | -9 | 99 | -5 | 94 | -9 | 25 | -16 | 2 | -9 | -7 | 94
CC(Nc1ccc2c(c1)OCCO2)C(=O)N1CCc2ccccc21 (configuration not stated) | -2 | 102 | 3 | 100 | -2 | 14 | -8 | -53 | 2 | -1 | ?
O=C(Nc1ccc(F)c(F)c1)c1cccnc1 | -3 | 105 | -8 | 104 | 2 | 35 | -3 | -2 | 5 | -4 | 104
COc1ccc(C(=O)COC(=O)CCn2nnc(-c3cccs3)n2)cc1 | -13 | 103 | 5 | 102 | -4 | 65 | -6 | -10 | -12 | -1 | 100
O=C(COc1ccccc1)NCC1(N2CCCCC2)CCCCC1 | 0 | 99 | 0 | 102 | 1 | 10 | 1 | -30 | 6 | 0 | ?
COC(=O)c1nc(NC(=O)c2ccc(C(C)(C)C)cc2)n[nH]1 | 1 | 98 | 3 | 97 | 5 | 16 | 2 | -2 | 0 | 2 | 102
CCC(=O)NC(=S)Nc1ccc(NC(=O)CC)cc1 | -5 | 84 | -2 | 92 | 3 | 10 | -5 | -51 | -1 | 0 | 92
CCOC(=O)C(=O)Nc1sc(C(=O)N2CCOCC2)c(C)c1C#N | 0 | 103 | -4 | 103 | -5 | 11 | -2 | -21 | -5 | -2 | 101
CN(Cc1cn(C)nc1-c1cccc(Cl)c1)CC1CCCCO1 (configuration not stated) | -1 | 98 | 0 | 92 | 0 | 9 | -2 | -49 | -2 | 2 | 92
COc1cc(C)c(CNC2CCCCC2)cc1C | -7 | 100 | -2 | 97 | -13 | 27 | -9 | 25 | -16 | -2 | 98
CCOC(=O)C1CCN(C(=O)c2ccc(N(C)S(C)(=O)=O)cc2)CC1 | -7 | 99 | 1 | 101 | -8 | 42 | -8 | -27 | -11 | -2 | 98
CSc1nnnn1-c1cccc(O)c1 | -7 | 100 | -4 | 102 | -9 | 33 | -9 | -11 | -19 | -4 | 97
